Assay outcomes: PubChem BioAssay, Fisher Drug Discovery Resource Center
hcGAS inh – blocks human cGAS activity; recombinant h-cGAS, ATP depletion, Kinase-Glo luminescence; 0.081% of 290,000 active; Q8N884; inhibition, % at 12.5 µM;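 note: 0% = vehicle reaction and 100% = reaction without DNA for no activity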
Target sequence (Q8N884 whole entry, looked up): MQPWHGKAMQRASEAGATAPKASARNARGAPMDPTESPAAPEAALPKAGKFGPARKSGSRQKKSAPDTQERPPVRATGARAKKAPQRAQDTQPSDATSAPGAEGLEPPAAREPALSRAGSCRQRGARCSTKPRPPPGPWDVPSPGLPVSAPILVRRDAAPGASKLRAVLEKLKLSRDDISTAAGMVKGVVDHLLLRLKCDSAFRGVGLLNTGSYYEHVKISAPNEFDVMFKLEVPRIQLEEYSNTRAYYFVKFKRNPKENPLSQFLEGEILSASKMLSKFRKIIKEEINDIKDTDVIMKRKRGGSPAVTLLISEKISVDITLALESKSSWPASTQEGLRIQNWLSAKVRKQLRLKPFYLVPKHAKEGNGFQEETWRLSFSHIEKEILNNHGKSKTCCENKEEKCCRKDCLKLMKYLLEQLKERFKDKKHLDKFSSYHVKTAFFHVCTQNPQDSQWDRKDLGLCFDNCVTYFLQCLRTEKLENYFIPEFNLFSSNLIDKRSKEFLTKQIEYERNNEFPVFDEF
mcGAS lum – inhibitors of mouse cGAS. Q8C6L5. recombinant cGAS, Kinase-Glo ATP depletion luminescence. inhibition, % at 12.5 µM. 0.15% of 160,000 active. AID 1259399;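 note: 0% = negative control wells and 100% = reference inhibitor with no enzyme activity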
NPYLR7 agonist – activates Aedes aegypti NPYLR7 receptor; HEK293T NPYLR7/Galpha15, GCaMP6s calcium fluorescence; activation, % at 10 µM; 0.15% of 270,000 active; in the data active = activation above about 40%;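 note: 0% = vehicle and 100% = reference agonist at the receptor; some compounds past the cut are filed as inactive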
An asterisk follows results filed as active; x = not tested or not shown; & = joins results of further samples. Cut-off read from the data, not from the text of the source, unless noted: active = inhibition above about 40%; inactive = the rest.

smiles	mcGAS lum	NPYLR7 agonist	hcGAS inh
CCOc1ccc(NC(=O)CSc2nnc(CNC(=O)c3ccco3)n2-c2cccc(C(F)(F)F)c2)cc1	x	-8.0	-3.7
Cc1cnc(C(=O)N2CCCC(C(=O)c3ccc(-c4ccccc4)c(F)c3)C2)cn1 (stereo not given)	-12.0	1.5	-9.5
O=C(NCC(=O)N1CCOC(COc2ccc(F)cc2)C1)c1ccco1 (stereo not given)	-7.7	27.9	-3.4
CC(C)c1cc(=O)n2c(n1)SCC2CC(=O)Nc1cccc(F)c1 (stereo not given)	x	-2.6	-3.8
CCOC(=O)c1nn(-c2ccccc2)c(=O)c2c(NC(=O)Cc3cccc(C)c3)scc12	-5.0	2.6	-0.9
O=C1C(NS(=O)(=O)c2ccc([N+](=O)[O-])cc2)=C(n2cnc3ccccc32)C(=O)c2ccccc21	x	8.1	-4.6
O=C(c1cccc(Oc2ccccc2)c1)N1CCCC(O)C1 (stereo not given)	-7.9	5.0	-9.9
CC(NC(=O)c1cnn(C(C)C)c1C(F)(F)F)C(=O)NCc1ccccc1 (stereo not given)	x	8.6	-5.6
Cc1nn(C)c(C)c1N=Cc1c(O)[nH]c(=O)[nH]c1=O	-6.1	-0.8	-4.9
CC(C)(C)CC(=O)N(Cc1cc(Cl)ccc1OS(C)(=O)=O)CC1CCCO1 (stereo not given)	-4.8	13.2	-2.7
COc1cccc2sc(N(Cc3cccnc3)C(=O)/C=C/c3cccs3)nc12	0.7	-24.2	-1.2
CCOc1ccc(NC(=O)c2cc3ccccc3oc2=O)cc1	0.1	0.0	-0.6
Cc1nc(N2CCC(C)CC2)ncc1-c1cc(=O)[nH]c(N2CCN(Cc3ccccc3)CC2)n1	-7.0	2.7	-4.6
COc1ccc(-c2c(NC(=O)c3cccs3)n(-c3ccccc3)nc(C)c2=O)cc1	x	5.3	-3.4
CCN(C(C)c1ccc(F)cc1)S(=O)(=O)c1ccc(C(N)=O)cc1 (stereo not given)	-13.9	-7.4	-8.4
COCCCN(CC(=O)N(Cc1ccc2c(c1)OCO2)Cc1cccs1)S(=O)(=O)c1cc(Cl)ccc1Cl	-2.8	-9.2	-12.2
C#CCSc1nc(=O)n2ccc(C)cc2n1	1.4	6.4	1.0
CC(C)c1nn(C)cc1C(=O)O	x	1.4	-4.3
CC(C)=CCc1c2c(c(O)c3c(=O)c(O)c(-c4ccccc4)oc13)C=CC(C)(C)O2	-2.7	-3.8	-0.2
O=C(NCc1ccccn1)c1ccc(CSc2nnc3ccccn23)cc1	-4.9	3.6	-4.4
Cc1ccn2c(=O)cc(CNc3cccc(C(=O)NC4CC4)c3)nc2c1	1.3	-1.8	1.5
CCNC(=O)C1CCN(CC(=O)Nc2cc(OC)cc(OC)c2)C1 (stereo not given)	x	-1.6	-0.3
Fc1ccc(C2=NNC(=Nc3ccccn3)SC2)cc1	x	2.3&-10.2	-2.8&-8.5
O=C(CN1CCC(c2ccccc2)C1)NC1CCC(n2cnnc2)CC1 (stereo not given)	-16.8	0.1	-4.9
O=C(C1CCCCCC1)N1CCCC1c1nnc2c(C(F)(F)F)cccn12 (stereo not given)	x	-7.0	-0.6
CCN(CC)c1ccc(C=NNC(=O)CNC(=O)c2ccc([N+](=O)[O-])cc2)cc1	-3.7	-2.7	-1.4
CCn1c(SCC(=O)c2cc(C)n(-c3cc(C)on3)c2C)nnc1-c1ccco1	-8.0	11.6	-3.8
CC1(C(=O)NS(=O)(=O)c2ccccc2Cl)CCN1C(=O)Cc1ccccc1Cl (stereo not given)	x	7.6	-2.3
O=C1NCCN2CCN(C(=O)c3ccccc3-c3ncn[nH]3)CC12 (stereo not given)	-15.0	2.6	-3.1
C=CCCOC(=O)N1CCC2(CC1)[C@H](C(=O)N(C)c1ccccc1)[C@@H](OC)C(=O)N2C	-6.1	24.3	0.8
CC(=O)c1ccc(N=c2oc3ccc4ccccc4c3cc2C(N)=O)cc1	-1.9	-6.5	-0.2
Cc1ccc(F)cc1NC(=O)c1cc(Cl)ccn1	x	15.5	-19.3
Oc1ccc2ccccc2c1C=Nc1nc2c(s1)CCCC2	x	3.0	-2.7
CN1C2CCC1CC(OC(c1ccccc1)c1ccccc1)C2 (stereo not given)	-3.6	0.6&-8.1&6.8	2.2&-6.3&-4.3
O=C(NC1CCN(c2ccccc2C(=O)NCc2cccc(C(F)(F)F)c2)CC1)c1cccs1	-6.3	4.2	2.9
COC(=O)c1cc2n(n1)CCN(C(=O)c1ccc(S(C)(=O)=O)cc1)C2	x	3.5	-11.8
CCc1ccccc1NC(=O)c1cnn2c(C(F)(F)F)cc(-c3cc(OC)c(OC)c(OC)c3)nc12	-6.2	8.0	-7.0
C=CCOc1ccc(Cl)cc1CN1CCC2(CC1)CNC(=O)C2	x	-6.3	-2.6
O=C(CCC1CCN(Cc2cccc3nonc23)CC1)Nc1ccc(F)c(Cl)c1	x	13.8	-10.3
Clc1ccc2nc(NCc3ccc4c(c3)OCO4)c3nncn3c2c1	-1.7	7.4	0.1
COc1ccc(C2Nc3ccccc3C(=O)N2Cc2ccccc2)cc1CSc1ccccn1 (stereo not given)	-8.0	0.8	-3.9
Cc1ncc(-c2ccc(C)c(S(=O)(=O)N3CCOC(C(F)(F)F)C3)c2)o1 (stereo not given)	-15.0	x	-5.8
COC(=O)c1ccc(OC)c(-c2c(OC)cc(OC)c3c(=O)cc(-c4ccc(OC)cc4)oc23)c1	x	11.2	-4.9
CCn1c(C)cc(O)c(C(c2ccncc2)N2CCC(Cc3ccccc3)CC2)c1=O (stereo not given)	x	11.7	-7.8
O=C(C1CC1c1ccco1)N1CCCC(COc2ccccc2)C1 (stereo not given)	x	-0.5	-6.6
COc1ccccc1-c1ccc2c(c1)C(C)(Cc1ccc(F)cc1)C(=O)N2 (stereo not given)	-3.7	2.3	2.0
CCOC(C)c1nc(CN(C)C(=O)c2ccc3cc[nH]c3c2)cs1 (stereo not given)	x	2.8	-11.0
COc1ccc([C@H]2[C@@H](C(=O)N3C[C@@H](C)O[C@@H](C)C3)c3ccccc3C(=O)N2Cc2ccccc2)cc1	x	-8.3	-3.5
CC1(C)COC(c2ccccc2Cl)CN1Cc1ccc(C#N)cc1 (stereo not given)	x	12.4	-7.3
C=C(C)COc1cccc(C(=O)N(C)Cc2ccc3c(c2)OCO3)c1	-10.5	0.1	-6.7

(list continues)
smiles	mcGAS lum	NPYLR7 agonist	hcGAS inh
CC(=O)Oc1ccc(/C=C2N=C(/C=C/c3ccc(C)cc3)OC\2=O)cc1OC(C)=O	1.6	2.9	-5.2
O=C1NC(=Nc2ccccc2)S/C1=C/c1cccc(OCc2ccccc2)c1	-4.6	-8.6	-4.0
CNC(=O)C1Cc2ccccc2N1C(C)=O (stereo not given)	-7.2	8.4	-5.7
CCCC(=O)N1CCCC1C(=O)Nc1[nH]nc2c1c(CC)nn2C (stereo not given)	x	6.2	-8.2
Cc1nnc(SCC(=O)Nc2sc3c(c2C(N)=O)CCCC3)s1	-4.4	-3.8	-5.3
C=CCNc1nc(C2(C)CC3(CC(COCCC(C)C)OC3=O)C(=O)O2)cs1 (stereo not given)	x	0.4	4.5
Fc1ccc(SCCc2ccncc2)cc1	2.9	2.2	14.7
O=C1C(=Cc2ccccc2)CCC1=C1SCCS1	-8.6	10.3	-4.9
CC(C)Cn1c(N2CCN(Cc3ccc(Cl)cc3Cl)CC2)nc2c1c(=O)[nH]c(=O)n2C	x	-6.4	-6.7
C#CCN1CCCCC1C(=O)Nc1nc2c(s1)CN(Cc1ccccc1)CC2 (stereo not given)	-15.6	0.0	-4.7
CC(C)c1nccn1CCCNC(=O)c1ccc(N2CC=CC2)nc1	x	4.1	-6.6
COC(=O)C1C(=O)CSC1=Nc1cccc(Cl)c1 (stereo not given)	x	-2.0	-6.1
Nc1c(Cl)cc(C23CC4CC(CC(C4)C2)C3)cc1Cl	x	-9.1	-3.3
Cc1ccc(Cn2cnc3c(nnn3Cc3ccc(C)cc3)c2=O)cc1	x	5.3	2.9
Cc1nc2n(n1)C(=O)C(C(c1ccccc1C)N1CCC(C(N)=O)CC1)S2 (stereo not given)	-2.7	-4.3	-1.0
CCCCNC(=O)CC(c1ccc(C)cc1)c1c[nH]c2ccccc12 (stereo not given)	-5.8	-0.3	-5.7
COc1ccc(C2c3cccn3CCCN2Cc2ccco2)cc1OC (stereo not given)	-3.0	4.8	-3.5
CN1CCN(CCn2cnc(-c3ccccc3)c2-c2cnc[nH]2)CC1	-12.0	10.7	-8.5
COc1ccccc1C(C)N(C)Cc1nc(COc2ccccc2)no1 (stereo not given)	-2.5	21.8	-3.6
Cc1[nH]ccc1C(=O)N1CCCC2(CCC(=O)N(CCC(C)C)C2)C1 (stereo not given)	-2.7	x	-2.7
CC1CCN(S(=O)(=O)c2ccc(C(=O)N(CC(=O)Nc3ccccc3)Cc3ccco3)cc2)CC1	1.9	-1.5	2.7
CCN1CCc2c(sc(NC(=O)COc3ccccc3)c2-c2nc3ccccc3s2)C1	-0.5	52.6*	2.3
CCc1cc(-c2[nH]ncc2-c2nc(C)cs2)c(O)cc1O	-8.4	-9.0	-9.0
O=C(c1cccc2c1OCCO2)N1CC[C@@H](c2ccc3c(c2)OCO3)[C@H](O)C1	-16.2	3.8	-3.2
CN(CCCNC(=O)c1ccc(SC(F)(F)F)cc1)c1ccccc1	-3.8	-14.2	-2.9
Cc1nc(CS(=O)(=O)Cc2ccc(C(F)(F)F)cc2)cs1	x	8.1	-10.5
Cc1ccccc1N1CCN(C2CCCN(C(=O)CCc3scnc3C)C2)CC1 (stereo not given)	x	5.4&2.3	-6.6&-1.0
COc1ccc(C2=NOC(CN(Cc3cccc(F)c3)C(=O)C3CCCC3)C2)cc1 (stereo not given)	-5.0	19.8	-2.1
Cc1nc2ccc(Cl)cn2c(=O)c1NC(=O)CC(c1ccccc1)c1ccccc1	x	2.7	-12.5
CCOC(=O)c1nc2ccccc2nc1N1CCN(C(=O)N2CCOCC2)CC1	x	51.7*	-5.6
CC(=O)NCc1ccc(-c2csc(NC(=O)c3cc(C)on3)n2)s1	-4.3	1.1	-7.4
O=S(=O)(NCCc1cccnc1)c1cccc2nsnc12	x	1.5	1.2
CCOC(=O)C1CCN(C(=O)c2cccnc2Nc2cc(Cl)cc(Cl)c2)CC1	-5.0	2.2	-6.1
Cc1cccc(C)c1NC(=O)CN1CCN(c2ccc(-c3cnn(C)c3)nn2)CC1	x	-18.2	14.9
O=C(Nc1ccccc1Br)N(CC(=O)N1c2ccccc2-n2cccc2C1c1ccco1)C1CC1 (stereo not given)	-6.4	-6.6	-8.9
O=c1[nH]nc(C2CCCN(CCc3ccccc3)C2)n1-c1ccccc1 (stereo not given)	x	-1.6	-8.4
Cc1ccc(Oc2ncccc2CNC(=O)CCc2cnccn2)cn1	x	-0.5	1.3
COC(=O)c1sc2nc(/C(Cl)=C/c3ccc4c(c3)OCCO4)[nH]c(=O)c2c1C	x	0.7	-7.6
CC(=O)Nc1ccc(S(=O)(=O)NCCc2csc3nc(-c4ccc(Cl)cc4)nn23)cc1	-5.3	-9.4	-2.7
COc1ccc(CC(=O)N2CCOC(COc3cccc(C(F)(F)F)c3)C2)c(OC)c1OC (stereo not given)	-6.5	3.8	-4.0
CCn1nc(C(=O)N(CCN2CCOCC2)c2nc3ccc(OC)cc3s2)cc1C	x	-0.4	0.4
CCN1C(=S)NC(c2cccc(NC(=O)Nc3cccc(Cl)c3Cl)c2)C(C(=O)OC)=C1C (stereo not given)	-5.1	x	-7.1
Cc1cc2c(o1)CC(C)(C)CC2NC(=O)c1cnn(C(C)(C)C)c1C(F)(F)F (stereo not given)	x	1.4	4.3
COc1c(F)ccc(F)c1C(=O)Nc1cccc(CC(=O)O)c1	x	8.2	-8.9
O=C(CC1(O)C(=O)Nc2ccc(Cl)cc21)c1ccc2c(c1)OCCO2 (stereo not given)	-4.4	0.3	-10.4
CC(C1CC1)N(C1CC1)S(=O)(=O)c1ccc(F)cc1F (stereo not given)	x	1.7	-6.5
CC(C)c1cccc(NC(=O)Cn2cnc3c2c(=O)n(C)c(=O)n3C)c1	x	2.6	-9.5
COc1ccc(C2N=C3CCCC3C3(C#N)C(OC)(OC)N=C(N)C23C#N)cc1 (stereo not given)	-3.2	16.6	-5.8

Ordered by number of heavy atoms (falling): 3 of the compounds above
smiles	mcGAS lum	NPYLR7 agonist	hcGAS inh
CCN1C(=S)NC(c2cccc(NC(=O)Nc3cccc(Cl)c3Cl)c2)C(C(=O)OC)=C1C (stereo not given)	-5.1	x	-7.1
CC(C)c1cccc(NC(=O)Cn2cnc3c2c(=O)n(C)c(=O)n3C)c1	x	2.6	-9.5
COc1c(F)ccc(F)c1C(=O)Nc1cccc(CC(=O)O)c1	x	8.2	-8.9

Laid out differently: five of the compounds above.
Below each compound: mcGAS lum, NPYLR7 agonist, hcGAS inh
CCN1C(=S)NC(c2cccc(NC(=O)Nc3cccc(Cl)c3Cl)c2)C(C(=O)OC)=C1C (stereo not given)
 : -5.1, x, -7.1
CCn1nc(C(=O)N(CCN2CCOCC2)c2nc3ccc(OC)cc3s2)cc1C
 : x, -0.4, 0.4
COc1c(F)ccc(F)c1C(=O)Nc1cccc(CC(=O)O)c1
 : x, 8.2, -8.9
CC(C1CC1)N(C1CC1)S(=O)(=O)c1ccc(F)cc1F (stereo not given)
 : x, 1.7, -6.5
CC(C)c1cccc(NC(=O)Cn2cnc3c2c(=O)n(C)c(=O)n3C)c1
 : x, 2.6, -9.5
